14-3-3g Raf: 14-3-3 gamma protein interaction modulation. inhibition, % at 40 µM. AID 422. 160,000 compounds, 0.19% hits. FP, 14-3-3gamma / TMR-pS259-Raf peptide binding; in the data active = inhibition above about 30%;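 note: 0% = protein plus tracer without compound and 100% = blank with tracer alone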
Target sequence (P61981 whole entry, looked up): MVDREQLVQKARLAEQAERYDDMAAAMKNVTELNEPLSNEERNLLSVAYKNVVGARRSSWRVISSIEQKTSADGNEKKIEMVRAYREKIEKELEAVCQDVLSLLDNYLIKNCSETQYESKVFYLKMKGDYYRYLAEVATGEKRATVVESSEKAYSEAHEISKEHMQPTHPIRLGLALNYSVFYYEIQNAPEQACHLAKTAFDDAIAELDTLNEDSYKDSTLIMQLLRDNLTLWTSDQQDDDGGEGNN
* = called active by the depositor; & = joins results of further samples.

A first look (2 entries):
| Compound | 14-3-3g Raf |
| --- | --- |
| O=C(Cn1cnc2c(cnn2-c2ccccc2Cl)c1=O)N1CCc2ccccc21 | -10 |
| O=C(O)c1c(F)c(F)cc2ccccc12 | 5 |

The list itself, from the start:
| Compound | 14-3-3g Raf |
| --- | --- |
| O=C(Cn1cnc2c(cnn2-c2ccccc2Cl)c1=O)N1CCc2ccccc21 | -10 |
| O=C(O)c1c(F)c(F)cc2ccccc12 | 5 |
| CCn1c(COc2ccc3c(c2)CCCC3)nnc1SCC(=O)Nc1nccs1 | 3 |
| Cc1cc2oc(C(=O)NCc3ccncc3)c(C)c2cc1C | -1 |
| CCCCCCc1cc2cc(-c3nnc(-c4ccccc4OC)o3)c(=O)oc2cc1O | -88 |
| COC(=O)c1ccc(NC(=O)CCS(=O)(=O)c2cc(Br)cc3c2N(C(C)=O)CC3)cc1 | -1 |
| CCn1c(CCCNC(=O)c2cccs2)nc2ccccc21 | -1&6 |
| O=C(Nc1ccccc1Cl)c1cc([N+](=O)[O-])ccc1Cl | -8 |
| O=C1CCn2nc(-c3ccc(Cl)cc3)cc2N1 | 4 |
| Cc1ccc(Sc2cc(C(=O)NCc3ccccc3)c3ccccc3n2)cc1 | -5 |
| Oc1[nH]c2ccccc2c1OCc1ccncc1 | 4 |
| Cc1c(Br)c(C(F)(F)F)nn1CC(=O)Nc1sc2c(c1C(N)=O)CCC(C(C)(C)C)C2 (configuration not stated) | -2 |
| Cc1ccc(S(=O)(=O)Nc2c(C)ccc3nsnc23)cc1 | -7 |
| CCNC(=O)c1c(NC(=O)c2cccs2)sc2c1CCC(C(C)(C)C)C2 (configuration not stated) | 0 |
| CC1CCN(c2nc3c(c(=O)[nH]c(=O)n3C)n2Cc2ccccc2Cl)CC1 | -6 |
| Cc1cc(=O)[nH]c(=S)[nH]1 | -1 |
| CCOC(=O)c1cccc(NC(=O)COc2ccc(OC)cc2)c1 | -9 |
| COC(=O)c1ccc(C(=O)OC)c(NC(=O)c2cc3nc(-c4ccc(C)cc4)cc(C(F)(F)F)n3n2)c1 | -28 |
| Clc1ccc(Nc2nc(NCCN3CCOCC3)nc(N3CCOCC3)n2)cc1 | 5 |
| CCC(=O)N(Cc1cc2c(C)cc(C)cc2[nH]c1=O)C1CCCCC1 | 3 |
| O=[N+]([O-])c1ccc(-c2nc(=S)[nH][nH]2)cc1 | -8 |
| O=C(CCNS(=O)(=O)c1cccs1)Nc1ncc(Br)s1 | -40 |
| CC1(C)CC(=O)C2=C(C1)N(c1ccccc1)C(=O)CC2c1ccc([N+](=O)[O-])cc1 (configuration not stated) | -3 |
| Cc1cc(NCc2ccccc2Cl)n2nnnc2n1 | -7 |
| CC1(C)CC(=O)c2cc(C(=O)NCCCO)c(=O)n(-c3ccccc3)c2C1 | -10 |
| CC1=C(C(=O)Nc2cccc(C(F)(F)F)c2)C(c2cccc(Br)c2)C2=C(CCCC2=O)N1 (configuration not stated) | 3 |
| Cn1c(C(=O)N2CCN(Cc3ccccc3)CC2)cc2c(=O)n(C)c3ccccc3c21 | 4 |
| CC(C)N(C(=O)CSc1nn2c(=O)c(C(C)(C)C)nnc2s1)c1ccccc1 | 1 |
| Cc1cccc(C)c1N(C)S(=O)(=O)c1ccc2[nH]cc(C(=O)NCCC3=CCCCC3)c(=O)c2c1 | -6 |
| Nc1ccc(-c2nc3ccc(C(=O)O)cc3[nH]2)cc1 | 17 |
| CCc1cc2c(=O)c(-c3ccc4c(c3)OCO4)coc2cc1OC(C)C | 6 |
| Cc1csc(C2=C(O)CN(CCc3ccccc3)C2=N)n1 | -6 |
| Cc1ccc(C(=O)Oc2ccc3c(c2)ncn3C)cc1 | -5 |
| Nc1nc(-c2ccc(Br)s2)c(Br)s1 | 2 |
| CCOC(=O)c1sc2nc(SCc3cccc(F)c3)n(Cc3ccco3)c(=O)c2c1C | -2 |
| Cc1cc(C(=O)O)sc1C | -2 |
| C=CCn1c(CCNC(=O)c2ccccc2)nc2ccccc21 | -4 |
| COc1ccc2c(-c3ccccc3)cc(N3CCOCC3)nc2c1 | -11&-9 |
| Brc1ccc(-c2nn3c(-c4ccccc4)cn4c3c2CCCC4)cc1 | -167 |
| COc1ccc(NC(=O)CN2CCN(CC(=O)Nc3ccccc3F)CC2)cc1OC | 1 |
| O=C(Nc1nc2ccccc2[nH]1)C1CC(=O)N(c2ccc3c(c2)OCCO3)C1 (configuration not stated) | -29 |
| COc1cccc(NC(=O)Cn2cnc3sc(C)c(S(=O)(=O)N4CCOCC4)c3c2=O)c1 | -7 |
| CN(C)c1ccc(C(=S)N2CCOCC2)cc1Br | -5 |
| NC(=O)c1cccc(N)c1 | -1 |
| C=CCC1C=CCC(CC=C)N1CCO (configuration not stated) | 106* |
| COc1ccc(S(=O)(=O)N2CCN(c3ccccn3)CC2)cc1 | 3 |
| Cc1nc2nc(SCC(=O)Nc3ccccc3Cl)nn2c(C)c1Cc1ccccc1 | -38 |
| NC(=O)c1c(NC(=O)c2cc(=O)c3ccccc3o2)sc2c1CCCCC2 | -59 |

The list goes on:
molecule | 14-3-3g Raf
CC(CCc1ccccc1)NC(=O)C1CCC(Cn2c(=O)[nH]c3ccsc3c2=O)CC1 (configuration not stated) | -2
O=C1c2ccccc2NC(c2ccccc2F)N1c1ccc(Cl)cc1 (configuration not stated) | 5
Cn1c(=O)[nH]c(=O)c2c1nc(N1CCOCC1)n2CC(O)COc1ccc2ccccc2c1 (configuration not stated) | -4
CCOC(=O)c1c(NC(=O)C2CCCCC2)sc(C(=O)Nc2ccccc2F)c1C | -2
COc1ccc(S(=O)(=O)N2CCN(C(=O)c3cccs3)CC2)cc1OC | 4
O=c1c2nnn(Cc3ccccc3)c2ncn1C/C=C/c1ccccc1 | 2
O=C(NCc1cccnc1)c1nn2c(c1Cl)NC(c1ccccc1)CC2C(F)(F)F (configuration not stated) | -5
Cn1c(CN2CCOCC2)nnc1SCC(=O)NC1CCCCC1 | -4
O=C1C(Nc2ccccc2)=CC(c2ccc3c(c2)OCO3)N1c1ccccc1 (configuration not stated) | 0
O=C(Nc1ccc2c(c1)OCO2)Nc1ccc(Br)cn1 | 4
Cc1ccc(-c2cc(C(F)(F)F)n3nc(C(=O)Nc4cccnc4Cl)cc3n2)cc1 | -10
O=C(NC1CCCC1)C1CC(=O)N(CCc2ccccc2)C1 (configuration not stated) | -3
COc1ccc(C2C=C(c3ccc(Cl)cc3OC(F)F)Nc3ncnn32)cc1 (configuration not stated) | 6
CC1CCN(S(=O)(=O)c2ccc3ncn(CC(=O)Nc4ccccc4C(F)(F)F)c(=O)c3c2)CC1 | -6
O=c1oc2ccccc2c(NCCN2CCOCC2)c1[N+](=O)[O-] | 0
O=C(Nc1nc2ccc([N+](=O)[O-])cc2s1)c1cc(=O)c2ccccc2o1 | 0
COc1cccc2cc(C(=O)Nc3cccc(C(F)(F)F)c3)c(=Nc3sc4c(c3C(N)=O)CCCC4)oc12 | -20
COC(=O)c1ccccc1S(=O)(=O)N(CCCN1CCOCC1)Cc1cccs1 | 2
Cc1cc(C)cc(OCCCC(=O)O)c1 | -7
CC(C)(C)c1ccc(S(=O)(=O)NC(Cc2ccccc2)C(=O)O)cc1 (configuration not stated) | -9
NC(=O)CSc1nnc(Nc2ccccc2)s1 | -9
Nc1ccc(-c2ccc([N+](=O)[O-])cc2)cc1 | -5
CC1=C(C(N)=O)C(c2ccc(C)cc2)n2nc(SCc3ccccc3)nc2N1 (configuration not stated) | -9
CCn1cc(Br)c(C(=O)Nc2ccc(F)c(Cl)c2)n1 | -4
COc1ccc2nc(SCC(N)=O)[nH]c2c1 | -2
Fc1cccc(-c2nc3ccccc3[nH]2)c1 | -6
CCCn1c(NCc2cc(Br)ccc2O)nc2ccccc21 | -1
O=C(Nc1nnc(-c2ccccc2Cl)o1)c1ccc(S(=O)(=O)N2CCCc3ccccc32)cc1 | 1
CCOC(=O)N1CCN(C(=O)CSc2ncccn2)CC1 | -10
CCc1ccccc1N1C(=O)NC2CC1(C)Oc1ccc([N+](=O)[O-])cc12 (configuration not stated) | -2

Retrieved one by one from the list above:
molecule | 14-3-3g Raf
CCCn1c(NCc2cc(Br)ccc2O)nc2ccccc21 | -1
Fc1cccc(-c2nc3ccccc3[nH]2)c1 | -6
COC(=O)c1ccccc1S(=O)(=O)N(CCCN1CCOCC1)Cc1cccs1 | 2
Cc1cc(C)cc(OCCCC(=O)O)c1 | -7
Nc1ccc(-c2ccc([N+](=O)[O-])cc2)cc1 | -5
CC(C)(C)c1ccc(S(=O)(=O)NC(Cc2ccccc2)C(=O)O)cc1 (configuration not stated) | -9

Next part
molecule | 14-3-3g Raf
CC(C)c1[nH]nc2c1C(c1ccc(OC(=O)c3ccco3)cc1)C(C#N)=C(N)O2 (configuration not stated) | -6
COc1ccc(/C(O)=C2\C(=O)C(=O)N(C)C2c2ccc(OC)cc2OC)cc1 (configuration not stated) | 2
O=C(Nc1ccc2c(c1)oc1ccccc12)c1cccnc1 | 2
COc1cc(OC)cc(-c2nc(-c3ccccc3OC)no2)c1 | -7
Nc1cccc2c1C(=O)N(CC(=O)O)C2=O | 3
CCn1cnc2sc(C(=O)Nc3ccc(OC)c(OC)c3)c(C)c2c1=O | -2
COc1ccc(-n2ccnc2SCC(=O)NCc2ccc3c(c2)OCO3)cc1 | -9
O=C(Nc1ccccc1C(=O)N1CCCCC1)c1cccc(S(=O)(=O)N2CCOCC2)c1 | -2&-5
Cc1ccc(-c2ccc(CCC(=O)O)n2-c2ccc(C)c(C)c2)cc1 | -16
COn1c(=S)[nH]c2ccccc2c1=O | 6
Cc1cc(Cl)ccc1OCC(=O)Nc1ccc(C(=O)OC2CCCCC2)cc1 | 0
CCN1C(=O)/C(=C/N(C)c2ccccc2)OC1=S | -5
CCOC(=O)N/C(N)=N/c1nc2ccccc2s1 | 0
Cc1ccc2nc(-c3ccccc3)cc(C(=O)NCc3ccccc3)c2c1 | -6
COC(=O)c1ccc(COc2ccc3c(oc(=O)c4cc(OC)ccc43)c2C)o1 | -28
COC(=O)Cn1c(CN2CCCCC2C)nc2c1c(=O)n(C)c(=O)n2C (configuration not stated) | -4
Cc1cc(C(=O)NCc2ccccc2)no1 | -7
Cn1cnnc1SCCNS(=O)(=O)c1ccccc1 | 6
CCOC(=O)C1=C(C)NC2=C(C(=O)C(C(=O)OC)C(C)C2)C1c1cccc(O)c1 (configuration not stated) | -3
Cc1cc(C)c2cc(CN(Cc3nnnn3C3CCCCC3)CC3CCCO3)c(=O)[nH]c2c1 (configuration not stated) | -38
S=C(c1cn(CCOc2ccccc2Cl)c2ccccc12)N1CCCC1 | -43
O=C(Oc1ccc(O)c2c1C(=O)c1ccccc1C2=O)c1ccccc1 | 7
Cc1cccc(CSc2ncccc2C(=O)O)c1 | -1
COc1ccc(C2CC(=O)N3CN(Cc4ccco4)CSC3=C2C#N)cc1 (configuration not stated) | -7
C=CCSc1nc2c(c(=O)[nH]c(=O)n2C)n1C(C)C | 11
CCSc1nc(-c2ccccc2)c(C#N)c(=O)[nH]1 | -4
Cn1c(=O)c2c(ncn2CC(=O)N2CCCc3ccccc32)n(C)c1=O | 0
CCOC(=O)c1ccc(NC(=O)CCNc2c(N3CCCC3)c(=O)c2=O)cc1 | 2
c1ccc(-n2nnnc2SCc2cn3cccnc3n2)cc1 | -8
CCOC(=O)N1CCN(c2c(NCc3ccccn3)c(=O)c2=O)CC1 | -4
O=C1C(=O)N(c2ccccc2)C(c2ccccc2)/C1=C(\O)c1ccc(Br)cc1 (configuration not stated) | -11
COc1ccc(C)cc1Nc1nc(C)nc2sc(C)c(C)c12 | 1
COc1ccccc1C1N(c2cc(Cl)ccc2OC)C(=O)C2CCCN21 (configuration not stated) | -1
CN(C)CCCNC(=O)c1c(O)c2cccc3c2n(c1=O)CC3 | 5
COc1ccccc1CNC(=O)c1ccc2c(c1)nc(C)n2-c1cccc(F)c1 | -2
Cc1ccc2nsnc2c1S(=O)(=O)NCCC12CC3CC(CC(C3)C1)C2 | 6
COc1cccc2c1[C@@H]1CN(CCCCn3c(=O)[nH]c4c(sc5ncc(-c6ccccc6)nc54)c3=O)C[C@@H]1CO2 | -3
Cc1ccc(C2CC(C(F)(F)F)n3ncc(C(=O)NC(C)C)c3N2)cc1 (configuration not stated) | 7
O=C(CN1CCOCC1)Nc1ccc(Br)cn1 | 5
OC(COCc1ccco1)CN1CCN(C(c2ccccc2)c2ccccc2)CC1 (configuration not stated) | 2
O=C(Nc1cc(Cl)ccc1Cl)c1noc2c1CCCC2 | -6
O=C(NCc1cccs1)c1noc2c1CCCCC2 | -4&7
COc1cccc(C2Nc3ccccc3C(=O)N2O)c1O (configuration not stated) | -2
COc1ccc(Cl)cc1NC(=O)Cn1c(=O)n(-c2cc(C)cc(C)c2)c(=O)c2sccc21 | 2
O=C(c1ccc(=O)[nH]c1)N(Cc1cccs1)C1(C(=O)NC2CCCCC2)CCCCC1 | 1

Ordered by the number under 14-3-3g Raf (descending): some entries from above
molecule | 14-3-3g Raf
COC(=O)c1ccccc1S(=O)(=O)N(CCCN1CCOCC1)Cc1cccs1 | 2
O=C(Nc1nc2ccc([N+](=O)[O-])cc2s1)c1cc(=O)c2ccccc2o1 | 0
Cc1cc(C(=O)O)sc1C | -2
Cc1csc(C2=C(O)CN(CCc3ccccc3)C2=N)n1 | -6

Going on with the list.
molecule | 14-3-3g Raf
COc1cc2c(=O)n(-c3ccc(C)cc3)c(=O)n(CC(=O)Nc3ccc4c(c3)OCCO4)c2cc1OC | -3
CCOC(=O)Cc1csc(NC(=O)CN(C)S(=O)(=O)c2cccc3cccnc23)n1 | 3
CC1CCN(Cc2c(O)ccc3c(=O)c(-c4cccc(Cl)c4)c(C(F)(F)F)oc23)CC1 | 0
COc1ccc(Nc2c(-c3ccc(OC)cc3)nc3cnccn23)cc1 | 0
CN1CCN(/C=C2\SC(=S)NC2=O)CC1 | 4
CCOC(=O)C1=NN(C(=O)c2ccc([N+](=O)[O-])cc2)C(O)(c2ccc(Cl)cc2)C1 (configuration not stated) | -14
CC(C)CC(NC(=O)C1CCCN1C(=O)OC(C)(C)C)C(=O)NCC(N)=O (configuration not stated) | -9
CCc1cc2c(=O)c(-c3ccc4c(c3)OCO4)c(C)oc2cc1OC | 8
Cc1cccc(NC(=O)Nc2cccc(C#N)c2)n1 | 1
CCn1c(C)nc2cc(S(=O)(=O)Nc3ccccc3)ccc21 | -23
Cc1ccccc1CS(=O)(=O)CCC(=O)NCCCN1CCOCC1 | 4

This is a subset (hit frequency here may not be typical).
